PhoP GFP inhibition: Inhibition of PhoP regulon, Salmonella typhi GFP reporter cells, confirmation, 4 h (AID 1850) | inhibition, % at 50 µM; hits with a dose series show IC50 in µM | Salmonella Typhi PhoP-promoter GFP reporter, fluorescence, 4 h; higher % means a stronger effect | hit rate 0.33% among 310,000; in the data active = a potency from the dose series; inconclusive = inhibition mostly from about 25% at the one dose, without a potency; inactive = the rest, 99 in 100 with inhibition below about 19%;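 also: 0% = induced wells with vehicle and 100% = uninduced wells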
H37Rv inhibition: M. tuberculosis growth inhibition, HTS (AID 449762); M. tuberculosis H37Rv growth inhibition, 7H9 media; higher % means a stronger effect; hit rate 0.59% among 330,000; inhibition, % at 25 µM, or IC50 in µM where a hit was titrated; in the data active = a potency from the dose series; inconclusive = inhibition above about 70% without an active follow-up result;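 also: bacterial growth assessed after seven days of incubation; strong numbers were not always called active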
VEEV TC-83 Vero: inhibitors of VEEV TC-83 cytopathic effect, confirmation, Vero cells (AID 588727). Vero cells, VEEV TC-83 cytopathic effect inhibition; higher % means a stronger effect. inhibition, % at 20 µM, or IC50 in µM where a hit was titrated. hit rate 0.13% among 350,000; in the data active = a potency from the dose series; inconclusive = inhibition mostly from about 14% at the one dose, without a potency; inactive = the rest, 99 in 100 with inhibition below about 12%; also: strong numbers were not always called active
H1N1 NS1A inhibition: NS1A inhibition, H1N1 influenza, cell based functional assay (AID 504329) | NS1A functional cell-based assay, percent inhibition; higher % means a stronger effect | inhibition, % at 12.5 µM, or IC50 in µM where a hit was titrated | hit rate 0.3% among 340,000; in the data active = a potency from the dose series; inconclusive = inhibition above about 27% without an active follow-up result; also: strong numbers were not always called active
tuberculosis growth: growth inhibition of non-replicating M. tuberculosis (AID 488890) | inhibition, % at 25 µM; hits with a dose series show IC50 in µM | Mycobacterium tuberculosis non-replicating, growth inhibition; higher % means a stronger effect | hit rate 0.39% among 320,000; in the data active = a potency from the dose series; inconclusive = inhibition mostly from about 82% at the one dose, without a potency; inactive = the rest, 99 in 100 with inhibition below about 76%;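 also: plate controls were DMSO cells for no effect and high antibiotic wells for full effect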
VEEV TC-83 Vero 10K pilot screen: also measured in VEEV TC-83 Vero; calls as there; inhibition, %; measured here: 10K pilot screen inhibition
Starred values were filed as active, the others as inactive; i = inactive; ? = inconclusive; nt = no result given; & = joins results of further samples.

SMILES	PhoP GFP inhibition	H37Rv inhibition	VEEV TC-83 Vero	H1N1 NS1A inhibition	tuberculosis growth	others
CCN(CC(=O)Nc1ccc(NC(C)=O)cc1)C(=O)COc1ccccc1Cc1ccccc1	-1%	0%	7.7%	5%	10%
O=C(Nc1ccc(F)cc1)c1ccc(C(=O)N2CCCC(O)C2)cc1 (centres undefined)	-6%	7%	0.4%	11%	-5%
CCOc1ccccc1C(c1c(C)n(C)n(-c2ccccc2)c1=O)c1c(C)n(C)n(-c2ccccc2)c1=O	4%	-7%	0.4%	-3%	-6%
COc1ccc(-n2nc3c(N4CCC(C(=O)NCc5cccc(C)c5)CC4)nnc(C)c3c2C)cc1	11%	64%	i	-4%	55%
COc1cc(/C=C(/C#N)C(=O)Nc2ccc(C)cc2)ccc1Oc1nc(Cl)ncc1F	-7%	8%	0.7%	-5%	-1%
Cc1cc(C(=O)NCc2cccs2)ccc1[N+](=O)[O-]	3%	5%	0.1%	-1%	46%
CCOC(=O)c1c(C)[nH]c(C(=O)OCC(=O)Nc2sc(C(=O)N(C)C)c(C)c2C(=O)OCC)c1C	-4%	4%	0.4%	-6%	-7%
O=C1c2ccccc2C(=O)N1CCCc1nc(-c2ccc(Cl)cc2)no1	-21%	-3%	0.0%	4%	nt
CCOC(=O)c1[nH]c2ccccc2c1NC(C)=O	-14%	-6%	1.2%	25%	nt
O=C(CSC1=NCCS1)N1CCN(c2ccccc2)CC1	6%	1%	1.1%	-2%	74%
CCCCCc1cccnc1	12%	-5%	0.2%	16%	-8%
CCOC(=O)Cn1c(=O)cnc2ccccc21	7%	-10%	0.9%	5%	-9%
CCOC(=O)N1CCN(C(=O)Cc2c(C(=O)O)n(C)c3ccccc23)CC1	8%	-7%	0.5%	3%	-7%
COc1ccc(C(CNC(=O)c2cc(S(=O)(=O)N3CCCC3)ccc2Cl)N2CCCC2)cc1 (centres undefined)	nt	-8%	i	-14%	1%
CCCSc1nc(O)c(C(c2ccc(OC)c(O)c2)c2c(O)nc(SCCC)n(C)c2=O)c(=O)n1C	-7%	-1%	0.4%	-7%	52%

Molecules shown so far that contain an NH in an aromatic ring, in the order listed:
SMILES	PhoP GFP inhibition	H37Rv inhibition	VEEV TC-83 Vero	H1N1 NS1A inhibition	tuberculosis growth	others
CCOC(=O)c1c(C)[nH]c(C(=O)OCC(=O)Nc2sc(C(=O)N(C)C)c(C)c2C(=O)OCC)c1C	-4%	4%	0.4%	-6%	-7%
CCOC(=O)c1[nH]c2ccccc2c1NC(C)=O	-14%	-6%	1.2%	25%	nt

(cont.)
SMILES	PhoP GFP inhibition	H37Rv inhibition	VEEV TC-83 Vero	H1N1 NS1A inhibition	tuberculosis growth	others
CCc1noc(C)c1C(=O)OCC(=O)Nc1ccc2c(c1)OCO2	nt	-10%	2.7%	-12%	6%
O=C(NCCS(=O)(=O)NC1CCCC1)c1ccccc1	1%	-1%	i	-6%	2%
Cn1c(SCC(=O)CC(=O)Nc2ccccc2)nnc1-c1ccc(O)cc1	-3%	-10%	0.8%	3%	17%
CCn1cc(C(=O)OCC(=O)Nc2ccccc2OC(F)F)c(=O)c2ccc(C)nc21	nt	5%	1.4%	-2%	-2%
COc1ccc(/C=N/NC(=O)c2ccc(F)cc2)cc1CN1CCc2cc(OC)c(OC)cc2C1C (centres undefined)	-5%	6%	9.5%	-4%	65%
O=C(CN1C(=O)NC2(CCCc3ccccc32)C1=O)N1CCN(c2cccc(C(F)(F)F)c2)CC1 (centres undefined)	nt	5%	1.9%	-9%	6%
CCc1ccc(C(=O)NC(=S)Nc2ccc(N3CCOCC3)cc2)cc1	-4%	65%	1.3%	14%	?	VEEV TC-83 Vero 10K pilot screen=3.6
COc1cccc(/C=C/C(=O)OCC(=O)N2CCN(S(=O)(=O)c3ccc(Cl)cc3)CC2)c1	-6%	-11%	2.7%	-1%	0%
Cc1ccc(CSc2ncnc3ccccc23)cc1	-7%	25%	6.0%	-11%	57%
C=CCN=C(NC#N)SCC(=O)NC(C)(C)C	4%	-2%	0.9%	-10%	-13%
CCOc1ccc(C(=O)CCN2CCOCC2)cc1	-8%	?	i	-5%	?
Cc1ccc(CSCCNC(=O)CN(c2cc(C)ccc2C)S(C)(=O)=O)cc1	4%	10%	4.4%	4%	13%
COc1ccc(NS(=O)(=O)c2ccc3c(c2)n(C)c(=O)n3C)cc1	1%	-2%	i	-3%	-8%
CC(C)c1noc2ncc(C(=O)c3cc(Cl)cc(Cl)c3O)cc12	-1%	0%	1.9%	12%	?
O=C(NCC(=O)N1CCN(Cc2ccccc2)CC1)c1ccc(Cl)cc1	-8%	4%	0.5%	18%	5%
O=C(CCCN1C(=O)/C(=C/c2cccs2)SC1=S)NNC(=O)c1cccnc1	-20%	7%	2.6%	16%	9%
Cc1cc(C)cc(N(CC(=O)NC2CCC(C)CC2)S(=O)(=O)c2c(C)noc2C)c1 (centres undefined)	-19%	-7%	i	-8%	1%
CCOC(=O)/C(C)=C1\NC(C)(C)Cc2ccccc21	nt	nt	0.2%	-5%	nt
N#CCCC(CCC#N)C1=NCCc2ccccc21	-2%	7%	0.0%	-5%	-3%
COc1ccc(NC(=O)N2CCC(O)(c3cccnc3)CC2)c(OC)c1	4%	-8%	1.2%	0%	-2%
O=C(Nc1nnc(Cc2ccccc2)s1)c1ccccc1	-3%	5%	1.1%	-5%	-7%
CC(=O)c1ccc(N2CCN(C(=O)c3ccc(-c4ccccc4)cc3)CC2)cc1	5%	-3%	0.9%	-8%	-3%
OC(CCN1CCCCC1)(c1ccccc1)C1CCCCC1 (centres undefined)	3%&1%	10%	4.9%	-3%	5%
CCc1cccc2c(C(=O)C(NCCCOC)c3ccccc3)c[nH]c12 (centres undefined)	16%	12%	0.6%	8%	45%
CCOC(=O)C1=C(CSc2nc(-c3ccccc3)ccc2C#N)OC(N)=C(C#N)C1c1ccc(OC)cc1 (centres undefined)	6%	-2%	5.5%	-2%	20%
Cc1ccc2nc(-c3ccccc3Cl)cc(C(=O)Nc3cc(C)on3)c2c1	-9%	?	9.1%	-7%	27%
O=C1COc2ccc(S(=O)(=O)Nc3ccc(OC(F)(F)F)cc3)cc2N1	-2%	5%	2.2%	9%	2%
O=C(N/N=C1/CC2C=CCC12)c1ccc(Br)o1 (centres undefined)	4%	6%	0.1%	-7%	21%
CC1(C)C(C(=O)NCc2ccco2)C1(C)C	0%	-4%	0.1%	-5%	14%
COc1ccc(CNc2ncc(-c3cccc([N+](=O)[O-])c3)n2C)c(OC)c1OC	-4%	10%	i	0%	41%

Next part, overlapping the part above by 6 compounds.
SMILES	PhoP GFP inhibition	H37Rv inhibition	VEEV TC-83 Vero	H1N1 NS1A inhibition	tuberculosis growth	others
CCOC(=O)C1=C(CSc2nc(-c3ccccc3)ccc2C#N)OC(N)=C(C#N)C1c1ccc(OC)cc1 (centres undefined)	6%	-2%	5.5%	-2%	20%
Cc1ccc2nc(-c3ccccc3Cl)cc(C(=O)Nc3cc(C)on3)c2c1	-9%	?	9.1%	-7%	27%
O=C1COc2ccc(S(=O)(=O)Nc3ccc(OC(F)(F)F)cc3)cc2N1	-2%	5%	2.2%	9%	2%
O=C(N/N=C1/CC2C=CCC12)c1ccc(Br)o1 (centres undefined)	4%	6%	0.1%	-7%	21%
CC1(C)C(C(=O)NCc2ccco2)C1(C)C	0%	-4%	0.1%	-5%	14%
COc1ccc(CNc2ncc(-c3cccc([N+](=O)[O-])c3)n2C)c(OC)c1OC	-4%	10%	i	0%	41%
O=C1C=CC(=O)N1c1ccccn1	nt	nt	0.5%	5%	nt
CCCN1CCN(CCCNC(=O)Cn2nc(-c3ccccc3)ccc2=O)CC1	4%	-2%	0.1%	-9%	-9%
CCN(CC)CCNC(=O)c1cn(-c2ccccc2)nc1-c1cccs1	-3%	6%	i	5%	2%
CCOC(=O)c1ccc2ncc(C(=O)OCC)c(NCCCN3CCOCC3)c2c1	-11%	-1%	1.3%	0%	-14%
COc1ccc(Cl)cc1S(=O)(=O)N1CCN(CC(=O)C(C)(C)C)CC1	3%	6%	0.6%	5%	5%
CCOC(=O)C1=C(C)NC(C)=C(C(=O)OCC)C1C(=O)OCC(=O)NCc1ccco1	nt	4%	10%	8%	5%
COCCCNC(=O)C(CC(N)=O)NC(=O)OCc1ccccc1 (centres undefined)	21%	-2%	2.1%	-15%	-17%
COc1ccc(C(=O)NCC(=O)NC2=NCCS2)cc1	-5%	-6%	2.4%	3%	-11%
CCC(=O)Nc1ccc(NC(=O)CSc2nnnn2Cc2ccccc2)cc1C	nt	nt	0.9%	-1%	nt
CCC1Sc2ccc(S(=O)(=O)Nc3cc(OC)cc(OC)c3)cc2NC1=O (centres undefined)	4%	4%	0.9%	-6%	15%
COc1cc(NC(=O)COC(C)=O)c(C)cc1[N+](=O)[O-]	-1%	2%	0.2%	-12%	5%
COc1ccccc1OCCn1cc(/C=N/NC(N)=S)c2ccccc21	-15%	?	5.5%	19%	61%
N=c1c(S(=O)(=O)c2ccc(Cl)cc2)cc2c(=O)n3ccccc3nc2n1CCN1CCOCC1	4%	4%	i	-11%	21%
Cc1ccc(C(=O)NC2CCN(S(=O)(=O)c3ccccc3F)CC2)cc1	-4%	3%	0.2%	0%	-3%
O=C(NCCCN1CCOCC1)c1cc(Cl)ccc1[N+](=O)[O-]	-6%	-4%	0.5%	-3%	24%

Reprinted from the part before: 2 compounds, then new ones.
SMILES	PhoP GFP inhibition	H37Rv inhibition	VEEV TC-83 Vero	H1N1 NS1A inhibition	tuberculosis growth	others
Cc1ccc(C(=O)NC2CCN(S(=O)(=O)c3ccccc3F)CC2)cc1	-4%	3%	0.2%	0%	-3%
O=C(NCCCN1CCOCC1)c1cc(Cl)ccc1[N+](=O)[O-]	-6%	-4%	0.5%	-3%	24%
CCC(C)NC(=O)Nc1ccccc1C (centres undefined)	7%	-5%	0.6%	17%	-6%
CCCc1cc(C(=O)N/N=C/c2ccc(C)o2)c2ccccc2n1	13%	-2%	6.0%	-2%	-2%
CC(c1ccccc1)n1cnc2ccccc2c1=O (centres undefined)	-1%	4%	0.7%	-7%	60%
COc1ccc(C(C)(C)C)cc1NC(=O)CCCN1C(=O)CN(C)C1=O	nt	nt	0.8%	2%	nt
COC(=O)c1ccc(C(=O)OC)c(NC(=O)C2CC2)c1	5%	1%	1.0%	6%	19%
Fc1ccc(CCN2CCN=C2Nc2ccccc2)cc1	-5%	-2%	0.3%	7%	4%
O=C(O)CCN=C1CCc2ccccc2N1	-1%	-7%	nt	nt	-12%
COc1ccc(S(=O)(=O)N2Cc3ccccc3CC2C(=O)Nc2ccc3c(c2)OCO3)cc1 (centres undefined)	3%	-6%	i	5%	27%
O=C(O)COc1ccccc1/C=N/NC(=O)CNC(=O)c1ccco1	-10%	7%	0.9%	1%	-8%
Cc1ccc(C(=O)NC2CCCC2)cc1S(=O)(=O)N1CCCCC1	-9%	9%	2.0%	-14%	-2%
CCOC1C(=O)NC(=O)N1Cc1ccccc1 (centres undefined)	2%	1%	0.6%	0%	23%
COc1ccc2c(CC(=O)Nc3nc(C)cs3)coc2c1	14%	1%	1.8%	0%	7%

Compounds as they come (roughly 1.6% active in at least one column).
